Screens from PubChem.
MBNL1-CUG inh – qHTS Assay for Inhibitors of MBNL1-poly(CUG) RNA binding | TR-FRET MBNL1-His/biotin-(CUG)12 binding, 665/545 ratio | Potency, µM (titrated, usually from 57.5 µM), inactives show top-dose activity change, negative = inhibition, actives largely listed as inhibitors | hit rate 0.036% among 280,000 | AID 2675, 2010; active = well fitted inhibition curve with a large enough effect in the signal ratio, with a control signal flat, not every such curve was filed as active; inconclusive = small, poorly fitted or top-dose-only effect, or effect the other way, or a change in a side signal; inactive = no such curve, though single readings can be large or run the other way; the % refers to the signal ratio; note: potency is the fitted concentration of half-maximal effect; % is set by controls: 0 for no effect and ±100 for the full control effect
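Compound titration spanned 92 nM–58 uM against the MBNL1-His/biotin-(CUG)12 complex. After 60 min at room temperature with 5 nM streptavidin-XL665 and 0.055 ng/ul terbium anti-His, ratiometric 665/545 nm emission (Ex 340 nm) normalized to controls.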
GALK inhibitor – qHTS Assay for Inhibitors of Human Galactokinase (GALK) | AID 1868, 2009 | P51570 | Purified GALK, Kinase-Glo residual ATP luminescence | Potency, µM (doses to about 57.5 µM), for the others: at the top dose activity change, negative = inhibition, hits mostly inhibitors | hit rate 0.007% among 270,000; note: potency is the fitted concentration of half-maximal effect; % is set by controls: 0 for no effect and ±100 for the full control effect
Target sequence (P51570 whole entry, looked up): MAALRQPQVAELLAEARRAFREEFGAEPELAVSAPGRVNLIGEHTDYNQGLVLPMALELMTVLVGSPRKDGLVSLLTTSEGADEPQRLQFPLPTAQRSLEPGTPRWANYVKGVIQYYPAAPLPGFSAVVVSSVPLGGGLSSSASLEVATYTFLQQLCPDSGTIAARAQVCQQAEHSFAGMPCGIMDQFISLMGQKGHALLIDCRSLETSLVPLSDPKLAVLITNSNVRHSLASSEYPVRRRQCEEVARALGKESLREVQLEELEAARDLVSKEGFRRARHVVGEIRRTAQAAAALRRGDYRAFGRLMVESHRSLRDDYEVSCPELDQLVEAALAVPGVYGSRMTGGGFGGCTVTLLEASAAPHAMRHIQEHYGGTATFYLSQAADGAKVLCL
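Kinase-Glo Plus luminescence measured ATP left after a 1 h room-temperature reaction. The reaction used 5 nM GALK, 100 uM galactose and 35 uM ATP at pH 8.0 (20 mM HEPES, 5 mM MgCl2, 60 mM NaCl, 1 mM DTT, 0.01% BSA).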
S-ASM inh – Inhibitors of Secretory Acid Sphingomyelinase (S-ASM): qHTS | Sphingomyelin phosphodiesterase (Homo sapiens), P17405 | placental ASM, HMU-PC fluorogenic substrate, 60 min | Potency, µM (doses to about 57.5 µM), without a hit: at the top dose activity change, negative = inhibition, actives largely listed as inhibitors | hit rate 0.006% among 340,000 | AID 504937, 2011; note: potency is the fitted concentration of half-maximal effect
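Human placenta-derived ASM preincubated with compound 10 min at room temperature, then reacted with 9 uM (final) fluorogenic HMU-PC substrate for 60 min at 37 C. Stop solution raises pH to 10; fluorescence read at Ex 386/Em 447 nm.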
hERG WT inh – qHTS for Inhibitors of KCHN2 3.1: Wildtype qHTS; Voltage-gated inwardly rectifying potassium channel KCNH2 (Homo sapiens), Q12809; U2OS, BacMam KCNH2, thallium flux FluxOr; stronger effect = lower value; activity change, % at 1.84 µM; hit rate 0.37% among 340,000; AID 720551, 2013;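 active = maximum activity change below -70%; inconclusive = maximum activity change between -70% and -50%; inactive = maximum activity change above -50%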; note: % is set by controls: 0 for no effect and ±100 for the full control effect
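U2OS cells were transduced with wild-type KCNH2 virus (2.03 x 10^8 / mL) for 4 h at room temperature, then cultured overnight at 37 C. Thallium flux was read with FluxOr dye. Rate constants were normalized to DMSO controls.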
Eya2 inh – qHTS Assay for Inhibitors of the Phosphatase Activity of Eya2 | hit rate 0.006% among 330,000 | Potency, µM (series often up to 76.9 µM), for the others: top-dose activity, negative = inhibition, actives largely listed as inhibitors | recombinant Eya2, OMFP fluorescence dephosphorylation (OMFP is methylfluorescein phosphate) | Protein phosphatase EYA2 (Homo sapiens), O00167 | AID 488837, 2010; note: potency is the fitted concentration of half-maximal effect; % is set by controls: 0 for no effect and ±100 for the full control effect
Target sequence (O00167 whole entry, looked up): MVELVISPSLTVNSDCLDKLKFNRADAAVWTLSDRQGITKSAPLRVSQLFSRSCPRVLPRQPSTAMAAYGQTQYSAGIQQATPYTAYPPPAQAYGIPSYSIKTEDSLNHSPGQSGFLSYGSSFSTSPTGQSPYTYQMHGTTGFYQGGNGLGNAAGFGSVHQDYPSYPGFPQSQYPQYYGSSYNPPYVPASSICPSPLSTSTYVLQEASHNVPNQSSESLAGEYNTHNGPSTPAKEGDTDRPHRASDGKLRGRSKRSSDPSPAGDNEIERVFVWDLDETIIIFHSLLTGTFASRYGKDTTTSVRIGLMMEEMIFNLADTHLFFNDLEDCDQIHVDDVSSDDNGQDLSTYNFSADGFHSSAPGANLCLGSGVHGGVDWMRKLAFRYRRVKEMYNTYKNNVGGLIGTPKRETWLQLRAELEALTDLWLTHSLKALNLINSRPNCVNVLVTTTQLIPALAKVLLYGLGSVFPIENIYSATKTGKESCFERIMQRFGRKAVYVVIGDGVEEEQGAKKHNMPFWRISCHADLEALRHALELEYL
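Eya2 (0.2 uM) preincubated 10 min at ambient with compound, then OMFP substrate added at 50 uM; 10 min reaction in 50 mM HEPES pH 7.5, 50 mM NaCl, 5 uM MgCl2, 0.05% BSA, 1 mM DTT. Fluorescence read at Ex 485/Em 525 nm.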
PKM2 act – qHTS Assay for Activators of Human Muscle isoform 2 Pyruvate Kinase; Pyruvate kinase PKM (Homo sapiens), P14618; purified PKM2, Kinase-Glo ATP luminescence, activation; response scale: 0% is enzyme alone, no compound; Potency, µM (top dose mostly 57.5 µM), without a hit: top-dose activation, actives largely listed as activators; hit rate 0.34% among 260,000; AID 1631, 2009; note: potency is the fitted concentration of half-maximal effect; % is set by controls: 0 for no effect and ±100 for the full control effect; nearly all actives have a fitted effect of over 55% in size
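ATP formation by purified human PK-M2, quantified via coupled luciferase luminescence after 1 h at room temperature with 0.1 mM ADP and 0.5 mM PEP final.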
Mito fusion yeast – qHTS Assay for Small Molecule Inhibitors of Mitochondrial Division or Activators of Mitochondrial Fusion | AID 485298, 2010 | hit rate 0.23% among 320,000 | Potency, µM (titrated, usually from 46.1 µM), inactives show at the top dose growth rescue (activation), actives largely listed as activators | S. cerevisiae fusion-defective mutant growth rescue, CellTiterGlo 48 h;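 note: potency is the fitted concentration of half-maximal effect; % of control where 0% means no effect; nearly all actives have a fitted effect of over 45% in size; temperature-sensitive fusion mutants such as fzo1-1 at 37 °C on non-fermentable ethanol glycerol medium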
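Yeast fusion mutant, YPEG (non-fermentable carbon), compound, 48 h at 37C non-permissive; CellTiterGlo added, 10 min RT, luminescence read. Rescued growth = division inhibition.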
Menin MLL FP TR – qHTS Assay for Inhibitors Targeting the Menin-MLL Interaction in MLL Related Leukemias: Competition With Texas Red Labeled MLL-derived Mutant Peptide; O00255; Menin + Texas Red MLL mutant peptide, fluorescence polarization; Potency, µM (titrated, usually from 61.6 µM), for inactives: at the highest dose FP activity change, negative = inhibition, hits mostly inhibitors; hit rate 0.23% among 270,000; active = well fitted inhibition curve with a large enough effect in the polarisation, with a control signal flat, not every such curve was filed as active; inconclusive = small, poorly fitted or top-dose-only effect, or effect the other way, or a change in a side signal; inactive = no such curve, though single readings can be large or run the other way; the % refers to the polarisation; note: potency is the fitted concentration of half-maximal effect; % of control where 0% means no effect; many of its hits are not listed in these tables
BCR signal inh – qHTS Assay to Find Inhibitors of Chronic Active B-Cell Receptor Signaling; ABC-DLBCL IkBa-CBG/CBR reporter, luminescence ratio, 4 h; Potency, µM (series often up to 46.1 µM), inactives show top-dose ratio change, negative = lower green/red ratio, hits mostly inhibitors; hit rate 0.05% among 340,000; active = well fitted inhibition curve with a large enough effect in the signal ratio, with a control signal flat, not every such curve was filed as active; inconclusive = small, poorly fitted or top-dose-only effect, or effect the other way, or a change in a side signal; the % refers to the signal ratio;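 note: potency is the fitted concentration of half-maximal effect; plate controls were basal doxycycline-induced cells for no effect and cells given 10 µM MG132 for full effect; MG132 reads +100%, hits lower the ratio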
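Compounds up to 46 uM were incubated four hours with TMD8 cells whose green CBG68 luciferase is fused to IkappaBalpha; red CBR luminescence normalised the signal, and concentration-effect curves were fitted to fusion, red and ratio data.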
USP2a block – qHTS Assay for Inhibitors of Ubiquitin-specific Protease USP2a Using CHOP2 as the Reporter; USP2 core, Ub-CHOP2 coupled fluorogenic reporter, 485/531; Potency, µM (top dose mostly 38.3 µM), for the others: top-dose activity change, negative = inhibition, hits mostly inhibitors; hit rate 0.01% among 330,000; AID 463254, 2010;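 note: potency is the fitted concentration of half-maximal effect; plate controls were DMSO wells for no effect and full inhibition by NEM control for full effect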
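USP2 core (10nM final) preincubated 30min RT with compound in 20mM Tris-HCl pH 8.0, 2mM CaCl2, 2mM beta-mercaptoethanol, 0.05% CHAPS; 25nM Ub-CHOP2 plus 25nM reporter substrate added, fluorescence (Ex485/Em531) read after 60min.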
TSHR antagonist – Antagonists of the Thyroid Stimulating Hormone Receptor: HTS campaign; AID 504810, 2011; TSHR-expressing cells, TSH-stimulated cAMP HTRF, 2 h; stronger effect = lower value; Thyrotropin receptor (Homo sapiens), P16473; hit rate 0.2% among 330,000; activity change, negative = inhibition, % at 11.5 µM;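 active = activity change below a set negative limit, meaning inhibition stronger than a set level, cut at about -70% in these data; inconclusive = activity change between two set negative limits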; note: % is set by controls: 0 for no effect and ±100 for the full control effect
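TSHR-expressing cells were treated with compounds, then stimulated with TSH at EC80 (4nM final) for 2 hours at 37 deg C. Cellular cAMP was measured by HTRF competition between lysate cAMP and cAMP-d2 for a cryptate-labelled anti-cAMP antibody.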
* = called active by the depositor; ? = inconclusive; nt = not tested or not shown; [ ] = dose if it differs, or a comment. Unless noted, calls come from the whole dose curve; as a rule, active = well fitted curve in the direction sought with a large enough effect; inconclusive = small, poorly fitted or top-dose-only effect, or another doubt; inactive = no such curve, though single readings can be large; an effect the other way counts as inactive or inconclusive. An excerpt, so the mix of outcomes need not match the whole.

SMILES	MBNL1-CUG inh	GALK inhibitor	S-ASM inh	hERG WT inh	Eya2 inh	PKM2 act	Mito fusion yeast	Menin MLL FP TR	BCR signal inh	USP2a block	TSHR antagonist
CCNS(=O)(=O)c1c(C)cc(C)c(N(C)S(=O)(=O)c2ccccc2)c1C	4%	-2%	1%	2	7%	-6%	-6%	?	?	5%	-10
CSc1ccccc1NC(=O)CN(C)CC(=O)Nc1ccccc1F	-11%	1%	4%	-3	2%	2%	0%	-8%	-1%	-1%	9
O=C(OCC(=O)N1CCc2ccccc21)[C@@H]1CC(O)CN1S(=O)(=O)c1ccccc1[N+](=O)[O-] (stereo partly drawn)	nt	nt	-1%	-8	-1%	nt	nt	nt	?	-1%	-3
CSc1nnc(C)c(/C=C/NOCc2ccc(Cl)cc2)n1	6%	-3%	-23%	3	3%	6%	6%	-21%	0%	-1%	21
Cc1ccc(NC(=S)N2CCCCCC2)cc1	nt	2%	4%	0	1%	-13%	-4%	nt	-3%	-4%	8
CCc1cc2c(Nc3ccc(O)cc3)nc(C)nc2s1	1%	0%	-3%	-4	-2%	0%	-29%	29%	?	0%	21
O=C(COc1ccc(-n2cnnn2)cc1)NC1CCCCC1	-5%	0%	-1%	-2	23%	-3%	1%	1%	6%	1%	4
CCOc1cc(/C=C2\SC(=NC)N(C)C2=O)cc(Cl)c1OC(C)=O	-5%	-1%	-24%	-14	7%	nt	5%	?	-2%	2%	-8
CC(C)C(=O)Nc1ccccc1N1CCN(S(C)(=O)=O)CC1	?	0%	4%	6	7%	3%	-5%	11%	-1%	-2%	4
COc1cc(C(NC=O)C(=O)Nc2c(C)cccc2C)ccc1O (stereo not drawn)	nt	5%	1%	-10	-2%	-1%	0%	nt	6%	-1%	-8
CSCC[C@H](NC(=O)OC(C)(C)C)C(=O)N/N=C/c1ccc2nccnc2c1	nt	-3%	6%	-2	-9%	2%	-4%	nt	4%	5%	15
O=C(CCc1nc2ccccc2c(=O)[nH]1)N1CCN(S(=O)(=O)c2ccc(Cl)c(C(F)(F)F)c2)CC1	nt	nt	-4%	11	4%	nt	-4%	nt	1%	3%	-7
N#Cc1ccc(Oc2cccnc2)cc1C#N	-1%	0%	0%	0	6%	7%	-2%	6%	?	3%	6
CC1CCc2cc(F)ccc2N1C(=O)c1cccnc1 (stereo not drawn)	-3%	1%	4%	8	-1%	-18%	2%	0%	0%	1%	-12
COC(C(=O)Nc1ccc(F)cc1F)c1ccccc1 (stereo not drawn)	3%	-2%	2%	-1	-8%	0%	-1%	4%	5%	2%	-2
O=C(c1cccc(C(F)(F)F)c1)N1CCC(O)(CS(=O)(=O)Cc2ccccc2Cl)CC1	2%	3%	0%	4	-6%	-2%	1%	-30%	1%	-1%	-7
O=C(NCc1ccc(Cl)cc1)c1cc(=O)[nH]c2ccccc12	-1%	-2%	17%	-1	6%	nt	5%	?	?	-2%	-8
COC(=O)c1ccc(C(=O)OC)c(NC(=O)COC(=O)C2CC2C)c1 (stereo not drawn)	12%	-2%	-3%	7	-15%	5%	5%	nt	?	-1%	-6
O=C(CSc1nnnn1C1CCCC1)Nc1ccccc1N1CCOCC1	0%	0%	3%	nt	4%	5%	8%	-2%	2%	5%	2
COc1ccc(N(CC(=O)NCc2ccc3c(c2)OCO3)S(C)(=O)=O)cc1OC	9%	2%	4%	-29	16%	-4%	-1%	-4%	-2%	3%	5
Nc1nc(Cl)c2ncn(C3OC(CO)C(O)C3O)c2n1 (stereo not drawn)	nt	nt	0%	-3	-3%	nt	-7%	-2%	?	-1%	2
O=C(O)CSCC(=O)N1CCN(Cc2ccc3c(c2)OCO3)CC1	-5%	2%	-1%	6	9%	nt	-3%	8%	?	2%	0
CN1CCN(c2ncnc3c2cnn3-c2ccc(Cl)cc2)CC1	-1%	2%	0%	-17	15%	4%	6%	1%[11.7 µM]	11%	3%	3
Cc1sccc1/C=N/NC(=O)c1ccco1	19%	-3%	5%	-4	-9%	7%	0%	nt	3%	-2%	-2
CC1(C)Oc2ccc3ccc(=O)oc3c2/C(=C/NNC(N)=S)C1=O	?	-5%	-2%	-7	4%	nt	6%	-11%	?	6%	-4
CC(=O)Nc1ccc(NC(=O)C2CC(=O)Nc3nc4ccccc4n32)cc1 (stereo not drawn)	-1%	0%	3%	6	-1%	0%	-5%	nt	-2%	-9%	-6
Cn1cccc1-c1cc(C(=O)N/N=C/c2ccc(F)cc2)[nH]n1	8%	-5%	1%	9	2%	3%	1%	11%	?	-4%	-19
COc1ccc(Nc2ccc(N3C(=O)CCC3=O)cc2[N+](=O)[O-])cn1	nt	11%	-9%	1	-3%	0%	-2%	-3%	-1%	0%	-1
CCn1cc(CNC(=O)/C=C/c2cnn(C)c2)c(C)n1	22%[11.5 µM]	nt	-1%	2	3%	-12%	3%	-9%	1%	0%	-5
COC(=O)c1c(C)oc(C)c1S(=O)(=O)N1CCOCC1	nt	2%	3%	5	-2%	12%	6%	nt	3%	-1%	6
Cc1ccccc1OCCCC(=O)Nc1nncs1	-2%	3%	2%	-5	-6%	-7%	-2%	10%	-4%	1%	6
O=C(Nc1ccccc1)OC1CC2CC1C1CCCC21 (stereo not drawn)	16%	6%	-2%	-1	-27%	1%	7%	2%	?	-7%	-31
O=C(Cc1ccccc1)Nc1ccccc1C(=O)Nc1ccccc1	nt	1%	4%	6	4%	-2%	8%	10%	?	0%	2
O=C(N/N=C/c1ccc2c(c1)OCO2)C(=O)N1CCCC1	19%	0%	1%	3	4%	3%	-2%	10%	0%	0%	0
O=C(N/N=C/C=C/c1ccco1)c1cccnc1	?	-2%	0%	-1	-16%	16%	-1%	3%	?	-1%	-3
COc1ccccc1Nc1ccncc1[N+](=O)[O-]	-9%	2%	-4%	5	-2%	-8%	3%	8%	?	0%	-35
CNC(=O)c1ccc(CNC(=O)OCc2ccccc2)cc1	-1%	10%	-3%	3	-7%	2%	3%	-9%	0%	5%	5
CCc1c(C)[nH]n(-c2nc(-c3cccc([N+](=O)[O-])c3)cs2)c1=O	?	3%	0%	32	-2%	-11%	14%	?	?	1%	-1
Cc1cccc(N(CC(=O)N2CCc3ccccc3C2)S(C)(=O)=O)c1C	-7%	4%	2%	-1	-3%	3%	5%	-3%	1%	2%	-5
Cc1ccc(OCCNC(=O)CCNS(=O)(=O)c2ccc(Br)cc2)cc1	nt	nt	-2%	11	-23%	nt	-2%	nt	6%	-3%	6
COc1cc2[nH]c(=S)nc(NCc3ccc(C)cc3)c2cc1OC	13%	4%	-7%	4	-6%	nt	-16%	5%	-8%	3%	5
O=[N+]([O-])c1ccc(-c2cn(-c3ccccc3)c(=S)[nH]2)cc1	8%	-2%	0%	-8	-11%	-1%	-3%	?	?	0%	-2
COC(=O)C1=C(C)OC(N)=C(C#N)C1C1CCCCC1 (stereo not drawn)	2%	-4%	-3%	-3	-13%	-6%	0%	nt	?	2%	61
